# H9c2 TAG inh = reduces triacylglycerol accumulation in H9c2 cells; Nile Red lipid (TAG) fluorescence; cells loaded with 200 µM oleic acid; 0.66% of 230,000 active; inhibition, % at 12.5 µM;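 active = pattern-corrected inhibition of lipid staining of at least 50% with the nuclear-stain viability signal not falling by more than 50%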;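 note: 0% = DMSO wells and 100% = triacsin C control wells; some results filed as inactive read as strong as hits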
# H9c2 TAG inh DAPI viability = further read-out of H9c2 TAG inh, marked with its call; DAPI nuclei signal change (viability), lower = more cytotoxic, %;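 whole-well DAPI fluorescence read on a plate reader as a viability signal; minus 50 percent equals half of cells still viable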
# Numbers without * were called inactive; & = joins results of further samples.
# Start of the listing, in advance:
SMILES	H9c2 TAG inh	H9c2 TAG inh DAPI viability
CCN1/C(=C2/OC(=S)N(C)C2=O)Sc2ccccc21	-7	12
Cc1ccnc2nc(C(=O)N3CCN(c4ccc(F)cc4)CC3)nn12	-10	0

# The whole of this part, from the first entry:
SMILES	H9c2 TAG inh	H9c2 TAG inh DAPI viability
CCN1/C(=C2/OC(=S)N(C)C2=O)Sc2ccccc21	-7	12
Cc1ccnc2nc(C(=O)N3CCN(c4ccc(F)cc4)CC3)nn12	-10	0
CCC(=O)NCCc1nc(-c2ccccc2)no1	-23	5
O=C(NCc1ccccn1)c1ccc2c(c1)N(Cc1ccccc1)CCS2	-3	31
O=C(Nc1nc(-c2ccc3c(c2)OCCO3)cs1)c1ccc(Br)o1	63	-59
O=C(/C=C/c1ccccc1[N+](=O)[O-])OCC(=O)N1CCN(c2ccccc2)CC1	14	3
Cc1c(Cl)cnc(NC(=O)COC(=O)[C@@H](NC(=O)c2ccco2)C(C)C)c1Cl	-35	2
C=CC[C@@H](CC(=O)N[C@@H](CO)Cc1ccccc1)C(=O)N[C@H](COC(=O)[C@H](CC=C)CC(=O)OC(C)(C)C)Cc1c[nH]c2ccccc12	-6	-5
Cc1c(-c2nc3ccccc3[nH]2)cnn1C	15	-12
COc1ccc(C(=O)c2ccc3oc(-c4ccc(OC)cc4)c(C#CCCO)c3c2)cc1	26	4
C[C@H](CO)N1C[C@H](C)[C@@H](CN(C)C(=O)c2cccnc2)Oc2ncc(Br)cc2C1=O	-9	3
CC(C)Sc1ccc([N+](=O)[O-])cc1C(=O)Nc1ccncc1	-2	-3
COc1ccc(C2c3c(-c4ccccc4O)n[nH]c3C(=O)N2Cc2ccco2)cc1 (configuration not stated)	-6	4
COc1ccc(C(C)C)cc1S(=O)(=O)N1CCC(C(=O)N2CCN(C)CC2)CC1	4	2
CC(C)(C)c1ccc(OCCNC(=O)c2ncn[nH]2)cc1	1	-5
CCCC1=[N+](CC(=O)c2ccc(C)cc2)CCn2cccc21	2	-1
O=C(CCc1nnc(CCCCc2ccccc2)o1)N1CCCC(O)C1 (configuration not stated)	1	-10
CCCNc1c(N)c(=O)c1=O	-10	8
COc1ccc(NC2=Nc3ccccc3N[C@@]23C[C@H]2CCCC(=O)N4CC[C@@H](C3)[C@@H]24)cc1	12	8
Cc1ccc(N2CC(C(=O)OCC(=O)Nc3c(C)cccc3C)CC2=O)cc1 (configuration not stated)	7	6
CSC1SCC2C(=O)N(C)C(C(C)C)C(=O)OCC(NC(=O)c3cnc4ccccc4n3)C(=O)NC(C)C(=O)N(C)C1C(=O)N(C)C(C(C)C)C(=O)OCC(NC(=O)c1cnc3ccccc3n1)C(=O)NC(C)C(=O)N2C (configuration not stated)	114	-77
O=C(C[C@H]1C[C@H](C(=O)N2CCCCC2)[C@@]2(CCc3ccccc3)c3[nH]c4ccc(Cl)cc4c3CCN2C1=O)NCCCn1ccnc1	15	8
CCOc1cccc(C(=O)NC(=S)Nc2ccc(N3CCN(CC)CC3)cc2)c1	1	16
O=C(COC(=O)c1cccnc1Cl)c1ccc(Cl)s1	-1	2
CCC(=O)OCn1nnc2ccccc2c1=O	13	-3
COc1ccc(Nc2ccc(C(N)=O)cc2[N+](=O)[O-])cc1	-8	2
O=C(CCNC(=O)c1ccc([N+](=O)[O-])cc1)Nc1cccc(S(=O)(=O)N2CCOCC2)c1	-12	3
CCN(CC(=O)NC1CCCCCC1)S(=O)(=O)c1ccccc1	0	-3
CCOC(=O)c1[nH]c(C)c(C(=O)OCCOc2cccc(C)c2)c1C	-21	10
O=C1/C(=C/c2ccccc2O)SC(=S)N1Cc1cccnc1	-4	-32

# Single records (already shown):
# Entry for COc1ccc(NC2=Nc3ccccc3N[C@@]23C[C@H]2CCCC(=O)N4CC[C@@H](C3)[C@@H]24)cc1 → H9c2 TAG inh = 12; H9c2 TAG inh DAPI viability = 8
# Entry for CCC(=O)NCCc1nc(-c2ccccc2)no1 → H9c2 TAG inh = -23; H9c2 TAG inh DAPI viability = 5

# Next section
SMILES	H9c2 TAG inh	H9c2 TAG inh DAPI viability
Cc1noc(C)c1COc1cccc(C(=O)N2CCc3ccccc32)c1	11	-8
Cc1ccc([C@@H]2CC(=O)[C@@H]3CN(S(=O)(=O)c4ccccc4C)[C@H](c4ccc(Cl)cc4)C[C@@H]3N2S(=O)(=O)c2ccc(C)cc2)cc1	15	-4
Cc1ccc2c(c1)c1cccc3c1n2CCN3CCC(N)=O	35	23
CN(C)S(=O)(=O)c1cccc(NC(=O)C2CCN(S(=O)(=O)c3cccs3)CC2)c1	12	1
COc1ccc(CCNC(=S)NC2CCN(Cc3ccccc3)CC2)cc1OC	3	9
Cc1ccc(NS(=O)(=O)c2cc([N+](=O)[O-])ccc2NNC(=S)Nc2cccc(Cl)c2)c(C)c1	-20	-6
CCOc1ccc2nc(SCC(=O)N(C)C3CCS(=O)(=O)C3)[nH]c2c1 (configuration not stated)	19	-10
COc1ccc(NS(=O)(=O)c2cc(NC(=O)c3ccccc3)ccc2N2CCOCC2)cc1	27	-4
NC1=NC(c2ccc(Cl)cc2)n2c(nc3ccccc32)N1 (configuration not stated)	2	6
CCC(NS(=O)(=O)c1ccc(OC)cc1)C(=O)O (configuration not stated)	-18	3
CC(c1ccccc1)c1nnc(NC(=O)c2ccc3c(c2)OCO3)s1 (configuration not stated)	10	0
Cc1[nH]c(=S)c(C#N)c2c1CCCC2	0	1
Cc1ccc(-c2cc(NC=O)c3ncc(-c4cnn(C)c4)n3c2)cc1	17	-31
N=c1c2c(ncn1CCN1CCOCC1)Oc1cc(O)ccc1C2c1ccccc1 (configuration not stated)	4	-5
N#CCCN(C(=O)COC(=O)c1ccc2c(c1)OCCO2)c1ccccc1	-25	-6
CCC(C)(C)NC(=O)C(c1ccccn1)N(C(=O)c1csnn1)c1ccc(C)cc1 (configuration not stated)	-37	-6
Cc1cccc(NC(=O)CSc2nnc(NC(=O)c3ccco3)s2)c1	2	-8
c1csc(CSc2nnc3sc4ccccc4n23)c1	-19	-11
CCC1CCCCN1C(=O)COc1ccc2c(c1)OCO2 (configuration not stated)	-11	2
CCOc1ccccc1C(=O)NCC(=O)OCCCOC(=O)CNC(=O)c1ccccc1OCC	6	5
COc1ccc(C(=O)N2CCN(c3ccccc3Cl)CC2)cc1S(=O)(=O)NC1CC1	2	6
Cn1c(=O)c2[nH]c(C3CC3)nc2n(C)c1=O	-1	-4
CC(=O)Nc1ccccc1OC(C)C(=O)N1CC(C)CC(C)C1 (configuration not stated)	-17	5
Cc1ccc(NC(=O)CN2C(=O)NC(C)(C)C2=O)cc1S(=O)(=O)N1CCCCCC1	-8	8
Cc1[nH]c2ccccc2c1/C=N/Nc1nc(Nc2ccc(F)cc2)nc(N2CCOCC2)n1	76*	-39*
CCCc1c(C(=O)N/N=C(\C)c2cccnc2)nnn1-c1nonc1N	-3	12
CCOC(=O)c1c(C)[nH]c(C)c1C(=O)COC(=O)CCOc1ccccc1OC	2	-3
Cc1ccc(NC(=O)COc2ccc(-n3ccnc3)cc2)cc1Cl	-19	8
COc1ccccc1N=NC1C(=O)N(C(N)=S)N=C1C (configuration not stated)	7	-12
CCOc1ccc(N=C(C)C2=C(O)c3ccccc3C2=O)cc1	-22	8

# A draw from above in order of count of non-hydrogen atoms, highest first:
SMILES	H9c2 TAG inh	H9c2 TAG inh DAPI viability
Cc1[nH]c2ccccc2c1/C=N/Nc1nc(Nc2ccc(F)cc2)nc(N2CCOCC2)n1	76*	-39*
COc1ccc(C(=O)N2CCN(c3ccccc3Cl)CC2)cc1S(=O)(=O)NC1CC1	2	6
CCOC(=O)c1c(C)[nH]c(C)c1C(=O)COC(=O)CCOc1ccccc1OC	2	-3

# (further entries)
SMILES	H9c2 TAG inh	H9c2 TAG inh DAPI viability
CCOc1ccc(Br)cc1S(=O)(=O)Nc1ccccc1N1CCOCC1	-5	0
Cc1ccc(C(=O)c2oc3ccccc3c2NC(=O)c2cc(-c3cc(C)ccc3O)n[nH]2)cc1	33	-2
COc1ccc(C2=NN(C(=O)CN3CCCC3)C(c3ccc(OC)cc3)C2)cc1 (configuration not stated)	2	3
CN(C)c1ccc(C(c2ccc(N(C)C)cc2)c2ccc([N+](=O)[O-])cc2)cc1	26	0
O=Cc1c(N2CCC3(CC2)OCCO3)nc2ccccn2c1=O	14	-9
CC(=O)N=c1c(C#N)cc2c(=O)n3cccc(C)c3nc2n1CCCOC(C)C	19	29
CC(=O)c1cccc(NC(=O)c2ccc(OC3CSC3)cc2)c1	-22	-1
CCOC(=O)CSc1nc2cc(C(=O)N3CCC(C(N)=O)CC3)ccc2c(=O)n1C1CCCCC1	9	3
O=C(O)/C=C\C(=O)Nc1cc(O)ccc1[N+](=O)[O-]	-4	10
Cc1ccc(-c2nc(C3CCN(S(=O)(=O)c4ccc(C(C)(C)C)cc4)CC3)no2)cc1	-27	17
Cc1ccc(Oc2ccccc2/C=C/C(=O)O)cc1	17	7
CCOc1cc(C(=O)Nc2cc(=O)n(C)c(=O)n2C)cc(OCC)c1OCC	-9	-1
Cc1cccc(C)c1OCCN1CCOCC1	3	-1
CC1(C)Cc2c(cnn2-c2ccc(F)cc2)C(NC(=O)CCn2cncn2)C1 (configuration not stated)	11	-2
CC(C)(C)c1cc(P(=O)(c2ccccc2)c2ccccc2)ccc1O	-6	-3
COCCNC(=O)C(OC(=O)CC1Sc2ccccc2NC1=O)c1ccccc1 (configuration not stated)	10	-4
Cc1nnc(SCc2ccc(F)cc2)n1NC/C=C/c1ccccc1	-6	12
CCCC(=O)Nc1ccc(C(=O)NCC(=O)OCC)cc1	6	-6
COc1ccc(S(=O)(=O)N2CCSC2c2ccccc2)cc1 (configuration not stated)	-7	0
COc1ccc(Cl)cc1C(=O)OCC(=O)N(CC(C)C)c1c(N)n(Cc2ccccc2)c(=O)[nH]c1=O	-2	-4
COC(=O)c1cc(NC(=O)CN2CCN(C(C)=O)CC2)cc(C(=O)OC)c1	2	7
COC(=O)c1oc2c(c1C)C(=O)CC(C)(C)C2	6	-1
CN(C)CCC(c1ccc(Br)cc1)c1ccccn1 (configuration not stated)	-9&11&13	7&-9&-11
COc1ccc(Cl)cc1C(=O)NCc1cnn(C)c1C	-8	1
CCOc1ccc(NC(=O)Nc2ccc3c(c2)CCC3)cc1	1	-3
CCN1CCN(c2cc3c(cc2F)c(=O)c(C(=O)O)cn3C2CC2)CC1	4	4
O=C(OCc1cc(=O)n2ccsc2n1)C1(c2ccc(Cl)cc2)CC1	11	2
O=c1ccn([C@@H]2O[C@H](CNCC3=Cc4cc(O)ccc4OC3)[C@@H](O)[C@H]2O)c(=O)[nH]1	-8	-3
CC(C)(C)NCc1cc(Br)ccc1OCc1cccs1	-3	22
CC12CCC3C(C1)C(C(=O)O2)C(=O)OC3(C)C (configuration not stated)	-6	2

# Individual results from the entries so far:
# Reading for CC(C)(C)NCc1cc(Br)ccc1OCc1cccs1 in H9c2 TAG inh: -3
# Reading for CCCC(=O)Nc1ccc(C(=O)NCC(=O)OCC)cc1 in H9c2 TAG inh DAPI viability: -6

# Remaining list, next part.
SMILES	H9c2 TAG inh	H9c2 TAG inh DAPI viability
Cc1ccc(/C(N)=N/OC(=O)N2c3ccccc3Sc3ccccc32)cc1	-26	2
CCN1C[C@@H]2[C@@H]3C(=O)N(C)C(=O)[C@@H]3[C@](C)(C(=O)OC)N2C1=NC	0	2
O=C(CO/N=C/c1cccc([N+](=O)[O-])c1)Nc1ccc2ccccc2c1	-18	-5
NCCC1CCCC(CCN)N1 (configuration not stated)	9	-2
O=C(COC(=O)c1cc(F)cc(F)c1)Nc1cccnc1Cl	-1	-5
O=S(=O)(NCc1ccccc1)c1ccc(S(=O)(=O)N2CCCC2)cc1	1	4
O=[N+]([O-])c1cccc(S(=O)(=O)Nc2nc3ccccc3nc2Nc2cccc(S(=O)(=O)N3CCCCC3)c2)c1	-9	-1
COc1cc(C(=O)OCC(C)=O)cc(NC(=O)c2ccco2)c1OC	22	-9
CCOc1ccccc1N1CCN(c2nc3ccccc3nc2C(C#N)C(=O)OC(C)C)CC1 (configuration not stated)	5	-3
C=CCn1c(SCC(=O)Nc2cccnc2Cl)nnc1-c1ccccc1F	-2	-1
COc1ccc2c(c1)c1c(n2C)[C@@H]2CC=C(CO)[C@@H](C1)N2C	-1	1
Cc1cc(C)c(S(=O)(=O)NCc2ccccn2)cc1C	-15	-5
COc1cccc(CNC(=O)CCS(=O)(=O)c2cccs2)c1	-24	12
O=S(=O)(c1cccc(NC(=S)N2CCN(c3ccc(F)cc3)CC2)c1)C(F)F	-8	15
CCOc1ccc(NC(=O)CCCn2c(=S)[nH]c3ccsc3c2=O)cc1	9	-4
O=C(Cn1cnc2sc(-c3ccccc3)cc2c1=O)NCCc1ccccc1	-4	-1
Cc1ccccc1C(=O)c1ccccc1C(=O)c1ccccc1	-14	-2
CC(C)n1ncc2c(C(=O)N3CCN(Cc4cccs4)CC3)cc(C3CC3)nc21	0	-7
CCc1cc(C(=O)COc2ccc(F)cc2)c(O)cc1O	-10	7
COC(=O)c1cc2oc3ccccc3c2n1CC(=O)N1CCCc2ccccc21	20	-1
O=C(CSc1nnc(C2CC2)n1C1CC1)c1cc(F)ccc1F	-1	-2
CCC(=O)c1ccc(N2CCC(C)CC2)c(F)c1	0	-2
O=C(CSc1n[nH]c(=O)[nH]c1=O)Nc1ccc(Br)cc1Br	-2	-7
CC(NC(=O)c1cc(F)c(F)c(F)c1F)c1ccc(-n2ccnc2)cc1 (configuration not stated)	-11	-6
Cc1nn(-c2ccccc2)nc1C(=O)NNC(=O)c1ccc(C(F)(F)F)cc1	19	-13
O=C(Nc1ccc2oc(-c3ccccc3Cl)nc2c1)c1cncc(Br)c1	38	1
C=CCOC(=O)C1=C(C)N=C2SCCC(=O)N2C1/C=C/c1ccccc1OC (configuration not stated)	6	9
Cc1ccc(-n2c3c(cc(C(=O)NCc4ccco4)c2=O)C(=O)CCC3)cc1	1	-6

# A portion of the library; count on the stated rates, not on these rows.
